Source: PubChem (National Center for Advancing Translational Sciences (NCATS))
Abeta rescue – restores growth of yeast expressing A-beta42 peptide; Potency, µM (titrated, usually from 46.1 µM), inactives show at the top dose growth rescue, usual class: activators; yeast expressing A-beta42, growth rescue, OD600, 48 h; response scale: 0% DMSO, 100% iron-clioquinol control; hit rate 0.063% among 410,000; also: nearly all actives have a fitted effect of over 55% in size
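Growth rescue measured by 600 nm absorbance after 48 h yeast culture at 30 C with compound. Values normalized between DMSO and an equimolar ferric chloride plus clioquinol control.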
FUS suppressor – FUS proteinopathy suppression in yeast | S. cerevisiae FUS-expressing, growth rescue, OD600, 24 h | Potency, µM (series often up to 76.6 µM), for the others: top-dose growth rescue (activation), most hits filed as activators | hit rate 0.24% among 390,000 | AID 1347120;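 also: plate controls were DMSO vehicle for no effect and reference control for full effect; nearly all actives have a fitted effect of over 55% in size; some results filed as inactive show a strong effect at the top dose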
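FUS-expressing yeast, raffinose-pregrown, induced in 2% galactose minimal medium at OD 0.005; compounds in a dilution series, 24hr at 30C. Growth restoration read as absorbance at 600 nm. CP55940 positive control, DMSO negative.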
* = called active by the depositor; u = inconclusive; x = not tested or not shown; [ ] = another dose, or the depositor's remark. Calls follow the shape of the dose curve; as a rule, active = well fitted activation curve with a large enough effect; inconclusive = small, poorly fitted or top-dose-only effect; inactive = no such curve, though single readings can be large or run the other way. Potency is read from the fitted curve at half-maximal effect. A portion of the library; rates above refer to the full screens.

Screens in order – Abeta rescue, FUS suppressor
Cc1ccc(S(=O)(=O)C(CNC(=O)C(=O)NCCc2ccc(Cl)cc2)c2cccs2)cc1 (centres undefined)
 : -4.1%, 6.0%
CN(C)c1ccc(C(CNC(=O)c2ccccc2F)N2CCc3ccccc32)cc1 (centres undefined)
 : -11.0%, -25.5%
CCCC(=O)N(c1ccc2oc(C)c(C(C)=O)c2c1)S(=O)(=O)c1ccc(CC)cc1
 : -15.5%, -7.1%
CCOC(=O)c1cc(-c2ccc(OC)c(S(=O)(=O)N3CCN(c4ccccc4)CC3)c2)on1
 : -3.3%, -13.3%
CCc1ccc(NC(=O)N2c3ccccc3Sc3ccccc32)cc1
 : -5.4%, 1.7%
COc1ccc(CCNC(=O)CCCn2c(=O)c3ccccc3n(Cc3ccccc3)c2=O)cc1OC
 : -1.3%, 17.8%
O=S(=O)(NCCc1csc2nc(-c3ccc(Cl)cc3)nn12)c1cccs1
 : -13.4%, -10.6%
Cc1[nH]c2ccccc2c1SCCNC(=O)c1ccccc1F
 : 14.1µM*, 10.0%
Cc1nn2c(=O)cc(COC(=O)CNC(=O)c3ccc(F)cc3)nc2s1
 : -16.2%, -12.1%
CN1CCN(CCC(=O)Nc2ccc(Cl)cc2)CC1
 : -5.6%, -2.3%
CC(=O)c1ccc(NC(=O)C2CCCN(S(=O)(=O)c3cn(C)cn3)C2)cc1 (centres undefined)
 : -10.8%, -9.1%
Cc1ccc(CCNC(=O)c2cc3c(=O)oc4ccccc4c3s2)cc1
 : -2.5%, -17.5%
Cc1cccc(NCc2nnc3n2CCCCC3)c1C
 : -2.2%, -11.6%
CCOc1cc2[nH]c(=O)n(CCC(=O)N3CCN(c4cccc(Cl)c4)CC3)c(=O)c2cc1OCC
 : -3.8%, -3.8%
Cc1scc(CN2CCN(c3ccc(F)cc3)CC2)c1C
 : -1.6%, -11.9%
Cc1ccc(CNC(=O)c2cc3c(=O)n4cccc(C)c4nc3s2)cc1
 : -12.0%, -21.7%
Brc1ccc(-c2nc(N3CCN(c4ccccc4)CC3)c3ccccc3n2)cc1
 : -12.6%, 20.3%
O=C1CCCc2cc(S(=O)(=O)NCC3CCC(C(=O)NCc4ccc(F)cc4)CC3)ccc2N1 (centres undefined)
 : -16.7%, 12.6%
CC(=O)c1ccc(NC(=O)c2cn3c4c(ccc(Cl)c4c2=O)OC(C)C3)cc1 (centres undefined)
 : 3.6%, -10.3%
CCOC(=O)c1ccccc1NC(=O)Cn1c(=O)n(CCCC(=O)NCc2ccc3c(c2)OCO3)c(=O)c2ccccc21
 : -11.4%, -1.2%
CCOc1ccc(NC(=O)CCCn2c(C)c3cnn(-c4ccccc4)c(=O)c3c2C)cc1
 : -12.0%, -15.9%
Cc1ccccc1OCC(=O)Nc1cccc(C(=O)OCc2cc(=O)n3c(C)csc3n2)c1
 : 10.6%, 43.7%
CC(=O)c1ccc(NC(=O)CSc2nnc3ccc(-c4ccc(Br)cc4)nn23)cc1
 : 14.2%, -15.0%
Cc1cc(C)cc(NC(=O)CNS(=O)(=O)c2ccc3nc(C)sc3c2)c1
 : -6.9%, -4.7%
CCN(CC)S(=O)(=O)c1ccc2c(c1)N(CC(=O)N1CCN(c3ccc(F)cc3)CC1)C(=O)CO2
 : -12.7%, u
COc1ccc(-c2noc(CSCC(=O)Nc3ccc(C)cc3Br)n2)cc1OC
 : -6.1%, 26.0%
Cc1oc(-c2cccc(Br)c2)nc1CSc1nc2ncccc2[nH]1
 : -1.6%, -5.5%
CCOc1ccc(NC(=O)c2c(Nc3ccc(OC)cc3OC)sc(C(=O)c3ccc(Cl)cc3)c2N)cc1
 : -6.4%, 25.4%
COc1ccc(Cn2c(SCc3ccc(C(=O)NCCc4ccccc4)cc3)nc3cccnc32)cc1
 : 5.1%, 6.3%
CCC(=O)N1CCc2cc(S(=O)(=O)NC(CC(C)C)C(=O)Nc3cccc(C)c3C)ccc21 (centres undefined)
 : -16.2%, 10.7%

Looked up by structure from the list above:
Screens in order – Abeta rescue, FUS suppressor
Cc1cccc(NCc2nnc3n2CCCCC3)c1C
 : -2.2%, -11.6%
CC(=O)c1ccc(NC(=O)CSc2nnc3ccc(-c4ccc(Br)cc4)nn23)cc1
 : 14.2%, -15.0%
Cc1nn2c(=O)cc(COC(=O)CNC(=O)c3ccc(F)cc3)nc2s1
 : -16.2%, -12.1%

New compounds follow:
Screens in order – Abeta rescue, FUS suppressor
O=C(Cn1cc(S(=O)(=O)Cc2cccc(Cl)c2)c2ccccc21)Nc1ccc(F)c(Cl)c1
 : -7.9%, 3.6%
COc1cccc(-c2nc(S(=O)(=O)c3ccccc3)c(N3CCC(C)CC3)o2)c1
 : -17.0%, 39.4%
O=C(Nc1onc2c1CCCC2)c1ccc(Cl)cc1
 : 6.6%, -21.0%
Cc1ccc(NCc2cccn2-c2nnc(N3CCC(C(=O)NCc4ccc(OC(C)C)cc4)CC3)s2)cc1
 : 16.5%, u
Cc1ccc(-n2c(=O)c3cccnc3n2CC(=O)Nc2ccc(Br)cc2)cc1C
 : 6.3%, -5.0%
COc1ccc(CCNS(=O)(=O)c2cc(-c3cc(C)no3)ccc2OC)cc1OC
 : 1.4%, 3.6%
COc1cccc2c1Oc1ncccc1N(C(=O)CCC(=O)NCCC(C)C)C2
 : x, -8.3%
O=C(NCc1ccccc1Cl)c1ccc2c(O)c(S(=O)(=O)c3ccccc3)c(=O)[nH]c2c1
 : 11.4%, -5.0%
COc1ccc(CNC(=O)CSCc2ccc(C)cc2)c(OC)c1
 : 11.5%, 14.8%
O=C(Nc1ccc(F)c(F)c1)c1ccc(=O)n(Cc2ccc(F)cc2)c1
 : 5.0%, -3.6%
Cc1nnc(SCc2ccccc2Cl)c2cc3occc3n12
 : -50.0%[inhibitor], u
COc1ccc(CNC(=O)C2=Cc3cccc(OC)c3OC2)cc1OC
 : 4.2%, 5.0%
O=C(Nc1ccccc1F)c1ccc2c(Cl)c3c(nc2c1)CCC3
 : -42.4%, -12.6%
CCOC(=O)c1c(NC(=O)c2ccc(OC)c(OC)c2)sc2c1CCCCC2
 : 2.1%, -2.9%
CCc1ccccc1N(C)C(=O)c1cc2c(s1)-c1c(C)cccc1OC2
 : 12.7%, 31.5%
COc1cc(C(=O)Nc2ccc(NC(=O)c3ccc(C(C)(C)C)cc3)cc2)cc(OC)c1OC
 : -20.0%, 13.7%
CCOc1ccccc1Nc1nc2ccccc2c2nncn12
 : 10.5%, 10.5%
COc1ccc(NC(=O)c2cc(C)nc3c2c(C)nn3-c2ccc(C)cc2)cc1OC
 : 5.7%, -20.4%
COc1cc(NC(=O)Cn2c(=O)nc(-c3ccccc3F)c3cc(Cl)ccc32)cc(OC)c1
 : -19.2%, 4.6%
CSc1ccccc1-c1nnc(NC(=O)c2ccc3c(c2)OCCO3)o1
 : -17.0%, -6.4%
COc1cc(Cl)c(C)cc1NC(=O)CSCc1nc(-c2ccc(OC)c(OC)c2)no1
 : 10.1%, 15.6%
COc1cccc(CNC(=O)c2ccc3c(c2)sc2nc(-c4ccccc4)cn23)c1OC
 : -11.4%, 23.1%
CC(C)c1cnc2c(c1SCC(=O)Nc1ccccc1C(F)(F)F)c(=O)n(C)c(=O)n2C
 : 0.7%, 1.4%
CCOc1ccc(CNC(=O)CCCn2c(=O)c3cccn3c3cccnc32)cc1
 : -6.7%, -15.9%
Cc1ccccc1Cn1c2ccccc2c2cnn(CC(=O)NCCc3ccccc3)c(=O)c21
 : -3.3%, 1.0%
Cc1cccc(C)c1NC(=O)c1ccc2c(c1)nnn2C1CCCC1
 : -5.9%, -23.0%
COc1ccccc1Nc1nn2c(=O)c3ccc(C(=O)NC4CCCCC4)cc3nc2s1
 : -15.3%, 1.6%
Cc1cc(C)c2c(=O)cc(C(=O)Nc3c(C)n(C)n(-c4ccccc4)c3=O)oc2c1
 : -0.5%, 5.4%
CC(C)CCNC(=O)C(=O)Nc1c2c(nn1-c1ccccc1)CS(=O)(=O)C2
 : -16.6%, 15.3%
CCn1cc2c(n1)-c1c(oc(C(=O)Nc3ccc(Br)cc3F)c1C)CC2
 : -18.1%, 15.1%

(continued)
SMILES	Abeta rescue	FUS suppressor
CCOc1ccc2nc(N3CCCC(C(=O)Nc4ccccc4CC)C3)sc2c1 (centres undefined)	-16.5%	-28.9%
CCCCN(CC)CCNC(=O)c1nn(C)c2c1CS(=O)(=O)c1ccccc1-2	6.1%	1.9%
CCCOC(=O)c1c(NC(=O)c2cc3nc(-c4ccc(OC)cc4)cc(C(F)(F)F)n3n2)sc2c1CCCC2	-14.4%	-9.5%
CCc1nnc(NC(=O)c2nc(SCc3ccccc3F)ncc2Cl)s1	-8.8%	12.5%
CCn1c(-c2ccc(S(=O)(=O)N3CCOCC3)cc2)csc1=Nc1ccc(C)c(Cl)c1	-8.3%	-9.1%
Cc1cc(NC(=O)Cn2nc(C)n3cccc3c2=O)ccc1Br	-10.3%	-5.2%
CCCCOc1ccc(CN2C(=O)C(=O)c3cc(C)ccc32)cc1OC	5.7%	u
COc1ccc(CNCCSc2nnnn2-c2ccccc2)cc1	-5.0%	-13.3%
CC(=O)c1ccc(N2CCN(S(=O)(=O)c3ccc(-c4coc(C)n4)cc3)CC2)cc1	0.4%	-10.9%
COc1ccccc1CNC(=O)c1nnn(CC(=O)Nc2c(C)cccc2C)c1N	-19.7%	-0.6%
O=C(c1ccc2c(c1)N(Cc1cccc(Cl)c1)C(=O)c1ccccc1S2)N1CCOCC1	7.1%	7.3%
CCOC(=O)c1ccc2c(c1)N(CC(=O)Nc1ccc(CC)cc1)C(=O)c1ccccc1S2	-0.2%	-18.6%
Cc1ccccc1OC(=O)c1nc(SCc2ccccc2F)ncc1Cl	-29.1%	5.2%
CCOc1ccc(S(=O)(=O)c2cn(Cc3ccc(C)cc3)c3ccc(OC)cc3c2=O)cc1	-8.9%	15.8µM*
CCOC(=O)c1ccc(NC(=O)CCCn2nc(C)c3sc4ccccc4c3c2=O)cc1	9.6%	-8.4%
COc1ccc(C2C(=O)N(C3CCCCC3)CC(=O)N2CCc2ccc(OC)c(OC)c2)cc1 (centres undefined)	2.7%	29.7%
N#Cc1ccccc1Cn1c(SCC(=O)Nc2ccc(F)cc2)nc2ccccc21	7.4%	-3.4%
CCN(CC)CCCNC(=O)CCc1c(C)nc2c(c1C)c(=O)n(C)c(=O)n2C	-10.8%	-10.7%
CCc1nn(-c2ccccc2)c2nc(-c3cccc(OC)c3)c3cc(OC)c(OC)cc3c12	4.9%	-10.8%
CCN(CC)CCCNC(=O)CN1N=C(c2ccccc2)CCC1=O	0.3%	0.2%
Cc1ccc(Nc2ncnc3onc(C)c23)cc1Cl	13.0%	-8.2%
COc1ccc(S(=O)(=O)N2CCN(c3cccc(C)c3C)CC2)c2ccccc12	-21.4%	-0.7%
CCOC(=O)CC(NC(=O)CCc1c(C)nc2c(-c3ccccc3)c(C)nn2c1C)c1ccc(C)cc1 (centres undefined)	-39.4%[inhibitor]	u
Cc1cc(Nc2cccc(Cl)c2)nc2ccc(NC(=O)c3cncc(Br)c3)cc12	28.5%	31.6µM*
Cc1ccccc1C(=O)Nc1ccc(C(=O)OCc2cc(=O)n3c4c(sc3n2)CCCC4)cc1	-0.6%	u
COc1ccc(NC(=O)CCS(=O)(=O)c2nc(-c3ccc4c(c3)OCO4)cc(C(F)(F)F)n2)c(OC)c1	-11.8%	-28.5%
CCc1cccc(C)c1NC(=O)c1cnn(-c2ccc(F)cc2)c1-n1cccc1	-15.9%	-14.4%
O=C1COc2ccc(-c3cc(-c4ccc(F)cc4)c4c(n3)-c3ccccc3OC4)cc2N1	-15.7%	-2.1%
Cc1ccc2occ(CC(=O)Nc3ccc(Cl)c(C(F)(F)F)c3)c2c1	-15.5%	-23.7%
O=C(Cn1ncc2c3ccccc3n(Cc3ccc(Cl)cc3)c2c1=O)N1CCCCCC1	7.4%	8.8%
CCOc1ccc(NC(=O)c2oc3ccccc3c2NC(=O)Cc2cccs2)cc1	2.0%	8.8%
COC(=O)c1c(NC(=O)c2cc(=O)c3ccc(C)c(C)c3o2)sc2c1CCCC2	-8.1%	-21.8%
COc1ccccc1C(=O)N/C(=C\c1cn(S(=O)(=O)N(C)C)c2ccccc12)C(=O)NCCCn1ccnc1	-9.1%	-14.0%
O=C(CSc1ncc2c(n1)-c1ccccc1N(Cc1ccc(F)cc1)S2(=O)=O)NCc1ccccc1	3.6%	-19.1%
CCN(CC)S(=O)(=O)c1ccc2c(c1)c(=O)c(C(=O)N1CCN(c3cc(Cl)ccc3C)CC1)cn2C	-3.4%	-20.3%
COc1ccc(CCNC(=O)c2ccc3c(c2)CCN3S(C)(=O)=O)cc1	-8.9%	4.0%
O=C(NCCc1nc2ccccc2n1Cc1ccc(F)cc1)c1ccco1	-6.5%	-13.1%

Complete entries from above. Order of screens: Abeta rescue	FUS suppressor
`CCOc1ccc(NC(=O)c2oc3ccccc3c2NC(=O)Cc2cccs2)cc1` as listed: 2.0%	8.8%
`O=C(NCCc1nc2ccccc2n1Cc1ccc(F)cc1)c1ccco1` as listed: -6.5%	-13.1%
